CD40 NFkB inh – CD40 pathway inhibition in BL2 cells; 83,000 tested, 0.94% active; inhibition, % at 10 µM; AID 1053188; BL2 NF-kB luciferase reporter, CD40L-induced, 4 h;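 active = mean inhibition of at least 50% with a set share of replicates also reaching that level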;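 note: 0% = neutral control wells and 100% = IKK inhibitor VII at 50 µM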
Numbers without * were called inactive; & = joins results of further samples; [ ] = dose if it differs, or a comment.

nr | SMILES | CD40 NFkB inh
1 | O=C(N[C@H]1CC[C@@H](CC(=O)N2CCOCC2)O[C@@H]1CO)c1cccc(F)c1 | -3[25 µM]
2 | c1ccc(C2COC(c3cccs3)=N2)cc1 (stereo not drawn) | -36
3 | C[C@@H]1CCCCO[C@H](CN(C)Cc2ccncc2)[C@H](C)CN([C@@H](C)CO)C(=O)c2cc(NS(=O)(=O)c3ccc(Cl)cc3)ccc2O1 | 19[25 µM]
4 | COc1ccc(CCNC(=O)C(CC(C)C)NC(N)=O)cc1 (stereo not drawn) | -6
5 | COc1ccc(C(=O)N2CCCN(C)CC2)cc1S(=O)(=O)N1CCCc2ccccc21 | 9
6 | CC(C)CN(C(=O)c1cc(Cl)nc2ccccc12)C1CCS(=O)(=O)C1 (stereo not drawn) | 17
7 | CN1C(=O)c2cc(NC(=O)c3cscn3)ccc2OC[C@@H]2O[C@@H](CC(=O)N3CCOCC3)CC[C@H]21 | -15[25 µM]
8 | O=C(OCC(=O)N1CCCc2ccccc21)C1CCN(S(=O)(=O)c2cccs2)CC1 | 2
9 | CC(C)NC(=O)N1[C@H](CO)[C@H](c2ccc(C#CC3CC3)cc2)[C@@H]1C#N | 12[25 µM]
10 | CCCn1c(N)c(N(CCOC)C(=O)CCC2CCCCC2)c(=O)[nH]c1=O | 2
11 | O=C(N/N=C/c1ccccn1)c1cccs1 | -25
12 | Cc1cc(C(=O)CN2c3cccc4cccc(c34)S2(=O)=O)c(C)n1C | 2
13 | COc1ccc(N2CC(C(=O)Nc3cccc(S(=O)(=O)N4CCCC4)c3)CC2=O)c(OC)c1 (stereo not drawn) | -6
14 | O=C(Nc1ccnn1C1CCN(C2CCOCC2)CC1)c1cccc(F)c1 | 3
15 | CN(C)Cc1c(C#N)c2ccccc2n1C | 13
16 | COCCNC(=O)Nc1ccc(F)cc1 | -2
17 | COC(=O)c1ccccc1Oc1ccc(NC(=O)c2ccco2)cc1 | -19
18 | Nc1nnc(SCC(=O)NC2CCCCCCC2)s1 | -7
19 | CNc1nc(Oc2ccc3sc(C)nc3c2)c2sccc2n1 | 2
20 | O=C(NCc1ccco1)c1ccccc1Nc1ccc(F)cc1 | -31
21 | O=C(c1ccc(CS(=O)Cc2cccc(Cl)c2)o1)N1CCN(c2ccc(F)cc2)CC1 (stereo not drawn) | -13
22 | COc1ccc(OCC(=O)N2c3ccccc3CCc3ccccc32)cc1 | 18
23 | COCC(=O)Nc1ccc2c(c1)[C@@H]1C[C@H](CC(=O)N3CCOCC3)O[C@@H](CO)[C@@H]1O2 | -7[25 µM]
24 | O=C(N[C@@H](Cc1ccccc1)C(=O)OCC(=O)N1CCOCC1)c1cccs1 | 5
25 | Cc1cccc(N2CCN(C(=O)COc3ccc4c(c3)CCC4)CC2C)c1 (stereo not drawn) | -2
26 | O=C(COC(=O)c1ccc2ccccc2n1)Nc1cccc(S(=O)(=O)NC2=NCCCCC2)c1 | 6
27 | O=C(CN(C1CCCCC1)S(=O)(=O)c1ccccc1)NCc1ccco1 | -34
28 | CCOC(=O)c1cnn(-c2ncnc3c2cnn3Cc2ccccc2)c1N | 8
29 | O/N=C/CCn1c(=S)sc2ccccc21 | 0
30 | COc1cccc(C#Cc2ccc3c(c2)[C@H]2[C@H](CCN2C(=O)CC2CC2)[C@H](CO)N3)c1 | 27[25 µM]

Quoted from above: nos. 24–25
nr | SMILES | CD40 NFkB inh
24 | O=C(N[C@@H](Cc1ccccc1)C(=O)OCC(=O)N1CCOCC1)c1cccs1 | 5
25 | Cc1cccc(N2CCN(C(=O)COc3ccc4c(c3)CCC4)CC2C)c1 (stereo not drawn) | -2

Next compounds.
nr | SMILES | CD40 NFkB inh
31 | Cc1c(N=C2Nc3cccc4cccc2c34)c(=O)n(-c2ccccc2)n1C | -1
32 | CN(C)C(=O)c1ccc(-c2ccc([C@@H]3[C@@H](CO)N(C(=O)Cc4ccccn4)[C@H]3C#N)cc2)cc1 | -10[25 µM]
33 | Cc1ccccc1-c1ccc(C2[C@H]3CNC[C@@H]2N3S(=O)(=O)c2cccc(F)c2)cc1 (stereo partly drawn) | 2&4
34 | CO[C@@H]1CC[C@@H]2CCN(C)C(=O)[C@H](C)N(C)C(=O)c3cccc(C#N)c3OC[C@H]1O2 | 12[25 µM]
35 | C/C=C/c1ccc([C@@H]2[C@@H](CO)N3C(=O)CN(C(=O)c4ccncc4)C[C@H]23)cc1 | 6[25 µM]
36 | c1ccc(-n2cnnc2SCc2cn3ccsc3n2)cc1 | 8
37 | O=C(c1ccc(-n2cccn2)cc1)N1CCc2ccccc2C1 | -70
38 | CC(NC(=O)CN(C)CC(=O)Nc1ccc(Cl)c(C(F)(F)F)c1)c1ccccc1 (stereo not drawn) | 20
39 | COc1ccc2c(c1)CCCN2C(N)=O | 14
40 | CCOc1ccccc1C=NN=Cc1ccccc1O | -76

Sorted by the number under CD40 NFkB inh (smallest number first): some entries from above
nr | SMILES | CD40 NFkB inh
40 | CCOc1ccccc1C=NN=Cc1ccccc1O | -76
37 | O=C(c1ccc(-n2cccn2)cc1)N1CCc2ccccc2C1 | -70
31 | Cc1c(N=C2Nc3cccc4cccc2c34)c(=O)n(-c2ccccc2)n1C | -1
36 | c1ccc(-n2cnnc2SCc2cn3ccsc3n2)cc1 | 8
39 | COc1ccc2c(c1)CCCN2C(N)=O | 14
38 | CC(NC(=O)CN(C)CC(=O)Nc1ccc(Cl)c(C(F)(F)F)c1)c1ccccc1 (stereo not drawn) | 20

The list continues.
nr | SMILES | CD40 NFkB inh
41 | COc1ccc(CCC(=O)NC2=NCCS2)cc1OC | 3
42 | COc1ccccc1S(=O)(=O)Cc1ccc(C(=O)NCCN2CCCCCC2)o1 | 15
43 | C[C@@H]1CN([C@H](C)CO)C(=O)c2cccc(NC(=O)C3CCCCC3)c2O[C@@H]1CN(C)C | 3
44 | Cc1cc(C)cc(N(C(=O)c2csnn2)C(C(=O)NC(C)(C)C)c2ccncc2)c1 (stereo not drawn) | 1
45 | CCCc1cc(=O)[nH]c(SCCCCN2C(=O)c3ccccc3C2=O)n1 | 8
46 | CNC(=S)Nc1ccc(N2CCCC2)c(S(=O)(=O)Nc2ccc(OC)cc2)c1 | -1
47 | O=C1CCCN1CCCNS(=O)(=O)c1cccs1 | 2
48 | CCCOc1nc2c(c(=O)n(C)c(=O)n2C)n1Cc1cccc2ccccc12 | 22
49 | O=C(NC1CCCc2ccccc21)C1CCN(c2c3c(nc4ncnn24)CCC3)CC1 (stereo not drawn) | 1
50 | O=C(Nc1ccc(S(=O)(=O)N2CCCCCC2)cc1)c1ccco1 | -56
51 | COc1ccc(-c2ccccc2[C@@H]2[C@H](C#N)N(C(=O)C3CCC3)[C@H]2CO)cc1 | 2[25 µM]
52 | COc1ccccc1CN1[C@H](CO)[C@H]2c3ccccc3N(C(=O)C3CCCC3)C[C@H]21 | 1
53 | Cc1cc(C(=O)NCC(=O)OCC(=O)N(C(C)C)C(C)C)ccc1[N+](=O)[O-] | 4
54 | O=C(CN1CCN(c2ccccc2O)CC1)Nc1cc(S(=O)(=O)N2CCCC2)ccc1Cl | 23
55 | O=C(O)c1cn(Cc2ccccc2)nc1-c1cccnc1 | 5
56 | Cc1nc2ccc(NC(=O)N3CCOCC3)cc2s1 | 1
57 | CC(C)(Oc1ccc(CCNC(=O)c2ccc(Cl)cc2)cc1)C(=O)O | 3
58 | CCCC#Cc1ccc([C@@H]2[C@@H](C#N)N(S(C)(=O)=O)[C@H]2CO)cc1 | 10[25 µM]
59 | O=c1[nH]nc2n1CCCCC2 | 5
60 | COc1ccc(OCCCC(=O)OCC(=O)c2ccc3c(c2)NC(=O)CO3)cc1 | -3
61 | Cc1ccc(NC(=O)C2CCCN2C(=O)NC2CCCCC2)cc1 (stereo not drawn) | -1
62 | COc1ccc(NC(=O)C(=O)NCCC2CCCCN2S(=O)(=O)c2ccccc2)cc1 (stereo not drawn) | 9
63 | Cc1nc(C)n(CC(O)COc2ccc3c(c2)CCC3)n1 (stereo not drawn) | -3
64 | C[C@H]1CN([C@@H](C)CO)C(=O)c2cccc(NC(=O)Nc3ccc(F)cc3)c2O[C@@H]1CN(C)S(=O)(=O)c1cn(C)cn1 | 3
65 | CCC1(C)Cc2[nH]c(=O)c(C#N)cc2CO1 (stereo not drawn) | 3
66 | CC1(C)COC(c2cccc(C3=NC(C)(C)CO3)n2)=N1 | 5
67 | CCCSc1ncnc2sc(C)c(C)c12 | 8
68 | CCCC(=O)Nc1ccc2c(c1)C(=O)N(C)C[C@@H](OC)[C@@H](C)CN(Cc1ccc(F)cc1)[C@@H](C)CO2 | 1[25 µM]
69 | Cc1occc1-c1nnc(SC(C)C(=O)Nc2ccccc2F)o1 (stereo not drawn) | -62
70 | O=C(C1CCCN(c2nnc(-n3cccc3)s2)C1)N1CCN(c2ccccc2)CC1 (stereo not drawn) | -5
71 | Cc1ccc(C)c(NC(=O)COC(=O)c2nn(C)c(=O)c3ccccc23)c1 | 7
72 | c1ccc(-c2cccc(-c3ccccn3)n2)nc1 | 10
73 | CCn1cc(-c2csc(N)n2)c(C)n1 | -5
74 | CN(CCOc1ccccc1)S(=O)(=O)c1ccc2oc3ccccc3c2c1 | 1
75 | O=C(C[C@@H]1C=C[C@@H](NC(=O)C2CCC2)[C@@H](CO)O1)NC1CCCCC1 | 2[25 µM]
76 | OCCC1CN(Cc2cnc(-c3ccccc3)s2)CCN1C1CCCCC1 (stereo not drawn) | -2
77 | N#Cc1c[nH]n2c(=O)c3c(nc12)CCC3 | 10
78 | CC1CCN(CC(=O)c2cccs2)CC1 | -19
79 | CCC(=O)Nc1ccc2c(c1)C(=O)N(C)C[C@@H](OC)[C@H](C)CN(C(=O)Cc1cccnc1)[C@H](C)CO2 | 2[25 µM]
80 | CCOc1ccc(OCc2ccc(C(=O)NCc3ccncc3)o2)cc1 | -20
81 | CCOC(=O)N(C)C[C@@H]1OCc2ccccc2-c2ccccc2C(=O)N([C@H](C)CO)C[C@@H]1C | -2
82 | O=C(CC1CCC1)NC(c1ccccc1)c1ccccc1 | -1
83 | O=C(NCCS(=O)(=O)NCc1ccc2c(c1)OCO2)c1ccccc1 | 5
84 | Oc1ccc(Nc2ccc3ccccc3c2)cc1 | -71
85 | O=C1c2ccccc2NC(c2ccc3c(c2)OCCO3)N1c1ccc2c(c1)OCCO2 (stereo not drawn) | 18
86 | CC(C)NCC(O)COCc1ccc(Cl)cc1 (stereo not drawn) | 6
87 | COC(=O)Cc1[nH]n(-c2nc3ccccc3s2)c(=O)c1C(C)=Nc1ccc(C)cc1 | 28
88 | OCCN1CCN(CC(O)COCC2COc3ccccc3O2)CC1 (stereo not drawn) | 0
89 | CCc1cc(C(=O)NCC(C)(C)N2CCOCC2)sc1C | 7
90 | CSc1n[nH]c(NCc2cccs2)n1 | -2

Following part.
nr | SMILES | CD40 NFkB inh
91 | CC(=O)c1ccc(N2CCN(C(=O)c3ccco3)CC2)c(F)c1 | -70
92 | COc1ccc(N(C)S(=O)(=O)c2cccc3nsnc23)cc1 | 12
93 | O=C(N/N=C/c1cccnc1)c1ccc2c(c1)OCO2 | -33
94 | C[C@@H]1CN([C@@H](C)CO)C(=O)CCCn2cc(nn2)CO[C@@H]1CN(C)S(=O)(=O)c1cn(C)cn1 | 7[25 µM]
95 | COC(=O)c1ccc(=O)n(CC(=O)c2ccc(Cl)cc2)c1 | -15
96 | C[C@@H]1CN([C@H](C)CO)C(=O)c2cc(N(C)C)ccc2O[C@@H](C)CCCCO[C@H]1CN(C)C(=O)NC1CCCCC1 | -1[25 µM]
97 | CCN(CC)CC(C)(C)NS(=O)(=O)c1ccc(Cl)cc1 | 9
98 | Cc1cc(C)n(-c2ccc(C(=O)Nc3sccc3C(N)=O)cc2)n1 | -90
99 | C[C@@H]1CCCCO[C@@H](CN(C)C(=O)NC2CCCCC2)[C@@H](C)CN([C@H](C)CO)C(=O)c2cc(N(C)C)ccc2O1 | -4[25 µM]
100 | N#CC(c1nc2ccccc2nc1OCCO)S(=O)(=O)c1ccccc1 (stereo not drawn) | 4
101 | CC(=O)c1cccc(S(=O)(=O)N2CCC(C(=O)Oc3ccc(-c4nnco4)cc3)CC2)c1 | 6
102 | CCn1nc(C)c(Br)c1-c1nc(-c2ccc(C)cc2)no1 | -14
103 | CCN(CC)C1CCN(C(=O)CCc2nnc(CCc3ccccc3)o2)C1 (stereo not drawn) | 3
104 | O=C1N(Cc2cccc(Cl)c2)C[C@@H]2C[C@@H](c3c[nH]c4ccccc34)N3CCC[C@@]123 | 6
105 | CN(c1ccccc1)c1nc2ccsc2c(=O)s1 | -87
106 | CNc1ncc(C(=O)C(C)(C)C)s1 | 11
107 | CCn1ccc(C(=O)Nc2ccc(S(=O)(=O)Nc3ccccc3OC)cc2)n1 | 15
108 | CCOc1ncccc1C(=O)Nc1cc(S(=O)(=O)N2CCOCC2)ccc1OCC(F)(F)F | 1
109 | CC(C)(C)NC(=O)COC(=O)c1ccc(NC(=O)CC#N)cc1 | 14
110 | O=C(CCNS(=O)(=O)c1ccccc1F)NC1CCCCCC1 | -13
111 | CC(OC(=O)Cn1cnc2c1c(=O)n(C)c(=O)n2C)C(=O)NC1(C#N)CCCCC1 (stereo not drawn) | 3
112 | Nc1nnc(SCC(=O)NNC(=O)c2ccccc2)s1 | 4
113 | O=C1CCC(C(=O)NCc2cccnc2)N1 (stereo not drawn) | 10
114 | O=C1CN(C(=O)c2cc3ccccc3o2)c2ccccc2N1 | -31
115 | CC(=O)N1[C@H](CNC(=O)CN2CCOCC2)[C@H](c2ccccc2)[C@@H]1CO | 4
116 | O=C(/C=C/c1ccccc1)c1ccc2ccccc2c1 | -91
117 | COc1cccc(CNC(=O)C2CCN(C(=O)N3CC(C)Oc4ccccc43)CC2)c1 (stereo not drawn) | 13
118 | CCCCCCCCNC(C)C(O)c1ccc(SC(C)C)cc1 (stereo not drawn) | 39*
119 | CC(C)[C@@H]1COCc2cn(nn2)CC[C@@H](Cc2ccccc2)C(=O)N1 | 0
120 | CCOC(=O)c1csc(NC(=O)c2ccc(OCC)cc2)n1 | 3
121 | CCc1noc(C)c1C(=O)N1CCCSC1=Nc1ccccc1 | 6
122 | C=C(C)C(=O)Nc1ccc(NC(C)C)cc1 | -9
123 | CCOc1ccc(C(=O)COC(=O)c2cc(=O)[nH]c3ccccc23)cc1 | -49
124 | OCC1(CCOc2ccccc2)CCN(CCCn2cccn2)CC1 | 9
125 | CN1C(c2ccc(F)cc2)=CS/C1=C(/C#N)c1nnc2n1-c1ccccc1SC2 | 6

The list is partial; count on the stated rates, not on these rows.
